From PubChem BioAssay
NS3 helicase inh – inhibitors of HCV NS3 helicase, primary screen, biochemical, Cy5 molecular beacon fluorescence; 290,000 tested, 0.56% active; AID 1800, 2009; NS3 helicase DNA unwinding; inhibition, % at 10.9 µM; Hepatitis C virus NS3 helicase;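 active = inhibition above the mean of all tested compounds plus 3 SD, set per campaign, cut at about 35% in these data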;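 note: 0% = DMSO wells and 100% = thioflavine S control wells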
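Compound dosing – single dose, 10.9 µM nominal final, DMSO 0.8% final · System – NS3 helicase fragment of HCV · Buffer or medium – MOPS pH 6.5, MgCl2, DTT, Tween20, BSA · Signal – Cy5 beacon fluorescence read at start and 1 h · Also added – annealed dual-labelled DNA beacon duplex, ATP-started · Schedule – 1 h at 25 °C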
MEKK2 mut-MEK5 – MEK5 binding signal on mutant MEKK2 PB1, primary screen, biochemical, multiplex bead flow cytometry, Alexa488-MEK5; percent response, % at 10 µM; Alexa488-MEK5 binding to MEKK2 mutant; 290,000 tested, 0.35% active; in the data active = percent response above about 24%, passing the limit was not always enough; note: inactives centre near 1; some results filed as inactive read as strong as hits
MEKK2wt PB1 HTS – modulators of MEK5 binding to wildtype MEKK2, primary screen, biochemical, multiplex bead flow cytometry, Alexa488-MEK5; Alexa488-MEK5 binding to MEKK2 WT; actives lie on both sides; 290,000 tested, 1.1% active; Mitogen-activated protein kinase kinase kinase 2 (Homo sapiens), Q9Y2U5; binding response (% of control), % at 10 µM; in the data active = binding response below about 67% or above about 130%
SUMO HTRF inh – inhibitors of in vitro SUMOylation cascade, primary screen, biochemical, HTRF, uHTS. SUMO-conjugating enzyme UBC9 (Homo sapiens), P63279. HTRF SUMOylation assay, SAE1/SAE2 + UBC9. inhibition, % at 35 µM. 290,000 tested, 0.36% active. AID 2006, 2009; in the data active = inhibition above about 50%, passing the limit was not always enough; note: strong numbers were not always called active
Target sequence (P63279 whole entry, looked up): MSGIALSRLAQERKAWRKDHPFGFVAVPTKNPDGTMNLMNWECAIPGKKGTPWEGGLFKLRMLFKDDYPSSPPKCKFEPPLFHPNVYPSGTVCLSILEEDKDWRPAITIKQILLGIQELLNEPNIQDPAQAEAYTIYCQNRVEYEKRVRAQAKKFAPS
CRFR2-BP ag – agonists of CRF-BP/CRF-R2 complex, primary screen, cell-based, HEK293, calcium dye fluorescence, uHTS | calcium dye fluorescence (FLIPR); percent of saturating CRF peptide response | activation, % at 13.2 µM | 350,000 tested, 0.46% active | AID 588473, 2011;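 active = activation of at least 50%, plus an integration ratio under a set limit after plate pattern correction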;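 note: plate controls were neutral control wells without compound for no effect and CRF at EC100 for full effect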
CRFBP-R2 block – antagonists of CRF-BP/CRF-R2 complex, primary screen, cell-based, HEK293, calcium dye fluorescence, uHTS; CRF-induced calcium fluorescence; inhibition, % at 11.8 µM; 350,000 tested, 0.59% active;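 active = inhibition of the ligand-induced calcium signal above about 50% at the single tested concentration, limit read from the data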
FID counter – compounds displacing fluorescent DNA intercalator, primary screen, artefact control for HCV NS3 helicase inhibitor project, biochemical, FID fluorescence; DNA fluorescent intercalator displacement; inhibition, % at 7.9 µM; 290,000 tested, 0.17% active; AID 1845, 2009; in the data active = inhibition above about 37%;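 note: 0% = vehicle and 100% = reference compound; higher means more ethidium bromide displaced from hairpin DNA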
MEKK3 PB1 HTS – modulators of MEKK3-MEK5 PB1 binding, primary screen, biochemical, wildtype MEKK3, multiplex bead flow cytometry, Alexa488-MEK5 | binding response (% of control), % at 10 µM | 290,000 tested, 1.4% active | AID 1529, 2009 | bead-based flow cytometry, Alexa488-MEK5 binding to MEKK3; actives lie on both sides; 0 = blocked by unlabeled MEK5, 100 = vehicle;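 active = binding response more than 3 SD above or below the average of its plate-row segment, actives on both sides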;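 note: Alexa488 bead fluorescence after subtracting the streptavidin-only scavenger bead signal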
GalR3 antagonist – GalR3 antagonists in HEK293 cells, primary screen, cell-based, fluorescence readout; inhibition, % at 3 µM; HEK293 GalR3-CNG cAMP membrane potential fluorescence; galR3 body fused to GalR1 C-terminus; 360,000 tested, 0.44% active; Galanin receptor type 3 (Homo sapiens), O60755; AID 651719, 2012;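 active = inhibition above the screen-wide average plus 3 SD, cut at about 13% in these data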;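 note: forskolin and galanin both at EC90 stimulate the cells; cAMP rise reported by CNG channel membrane potential dye signal; 0% = forskolin plus galanin with DMSO and 100% = forskolin alone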
Target sequence (O60755 1-299 limits assumed): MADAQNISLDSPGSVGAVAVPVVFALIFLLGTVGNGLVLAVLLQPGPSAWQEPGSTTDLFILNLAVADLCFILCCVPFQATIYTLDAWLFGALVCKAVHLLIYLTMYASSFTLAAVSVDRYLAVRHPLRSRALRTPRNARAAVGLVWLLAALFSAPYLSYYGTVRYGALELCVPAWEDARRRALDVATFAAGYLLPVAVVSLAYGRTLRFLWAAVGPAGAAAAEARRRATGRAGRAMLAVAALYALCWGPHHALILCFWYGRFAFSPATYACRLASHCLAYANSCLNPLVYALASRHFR
Starred values were filed as active, the others as inactive; . = not tested or not shown. Only part of the results is shown; rates above refer to the full screens.

SMILES	NS3 helicase inh	MEKK2 mut-MEK5	MEKK2wt PB1 HTS	SUMO HTRF inh	CRFR2-BP ag	CRFBP-R2 block	FID counter	MEKK3 PB1 HTS	GalR3 antagonist
O=C(O)C1=C(C(=O)Nc2cc(C(F)(F)F)ccc2Cl)CCCC1	-2.7	-1.0	100.0	7.5	-13.3	43.5	-4.3	102.0	0.0
COc1ccccc1NC(=O)CCSc1nc(C)cc(C)n1	8.7	-7.0	93.0	-4.6	-3.1	-11.4	-8.8	95.0	-1.0
COc1ccc(C(=O)Nc2nnc(S(=O)(=O)N3CCCCCC3)s2)cc1OC	7.3	4.0	104.0	8.3	-0.7	-17.1	-42.1	103.0	0.7
COc1ccccc1N=Cc1nc(-c2ccccc2)oc1OC(C)=O	-7.8	-1.0	85.0	2.2	-2.7	18.4	-0.9	84.0	-6.0
Cc1nn(-c2ccc([N+](=O)[O-])cc2)c2c1C(c1ccc(OC(F)F)cc1)N1C(=N2)C(=O)Nc2ccccc21 (centres undefined)	-9.9	1.0	95.0	3.9	-0.1	-7.4	0.9	100.0	-9.0
Cc1cccc(NC(=O)Nc2ccc3c(c2)OCO3)n1	-9.7	2.0	104.0	21.8	-0.4	6.7	-5.7	103.0	0.5
O=C(Cc1cccc2ccccc12)Nc1ccc(N2CCOCC2)cc1	-8.8	-6.0	95.0	18.3	1.6	11.1	-15.2	90.0	-5.4
Cc1ccc(CS(=O)(=O)CCC(=O)NCCN(C)Cc2ccccc2)cc1	-0.4	12.0	111.0	-12.4	0.5	-45.0	4.3	101.0	-3.8
Cc1ccc(N/C=C2\C(=O)C3(C)CCC2C3(C)C)cc1C (centres undefined)	-3.0	-13.0	83.0	-5.4	-0.3	-26.4	-0.5	92.0	-5.8
CCCCC(=O)OCC(=O)N1N=C(c2c[nH]c3ccccc23)C(O)C1c1ccc(OC)cc1 (centres undefined)	-44.6	12.0	115.0	-12.1	0.9	-8.7	-18.2	106.0	-8.7

Part of the list above with just MEKK3 PB1 HTS:
| SMILES | MEKK3 PB1 HTS |
| --- | --- |
| Cc1nn(-c2ccc([N+](=O)[O-])cc2)c2c1C(c1ccc(OC(F)F)cc1)N1C(=N2)C(=O)Nc2ccccc21 (centres undefined) | 100.0 |
| Cc1cccc(NC(=O)Nc2ccc3c(c2)OCO3)n1 | 103.0 |

The results go on.
SMILES	NS3 helicase inh	MEKK2 mut-MEK5	MEKK2wt PB1 HTS	SUMO HTRF inh	CRFR2-BP ag	CRFBP-R2 block	FID counter	MEKK3 PB1 HTS	GalR3 antagonist
Cc1ccc(/C=N/Nc2nc(N3CCCCC3)nc(N3CCCCC3)n2)o1	-0.6	-2.0	97.0	2.8	4.0	0.8	-16.7	108.0	-6.9
O=C(Cc1ccccc1)N/N=C/c1ccc([N+](=O)[O-])s1	14.1	4.0	100.0	11.6	-2.2	0.2	1.2	97.0	-2.9
COc1ccc(OCCSc2nnc(C)n2-c2ccccc2)cc1	-14.4	-4.0	98.0	6.2	-2.3	5.2	-24.9	105.0	-4.2
COc1cc(CC(=O)Nc2nc(-c3ccc(F)c(F)c3)cs2)cc(OC)c1OC	-22.5	-1.0	101.0	-0.1	0.7	15.2	-22.4	105.0	-11.3
COc1ccc(-n2c(=S)[nH]c3cc(C(=O)NCCCN4CCCC4=O)ccc3c2=O)cc1	-2.0	.	.	14.9	0.4	-15.3	-16.6	.	-2.9
O=C(CN(CC1CCCO1)C(=O)CCC(=O)Nc1nccs1)NCC1CCCO1 (centres undefined)	-7.8	2.0	101.0	10.0	-0.7	-7.6	-5.5	98.0	-2.1
O=C(NCC(=O)N1CCN(c2ccccc2)CC1)c1ccccc1	-0.6	3.0	107.0	4.2	-0.9	12.7	-7.1	103.0	-5.9
COc1ccc(CSCCc2n[nH]c(=S)n2-c2ccccc2)cc1C	-4.9	4.0	108.0	1.9	-3.4	-11.5	-31.7	106.0	-3.4
CCNc1nc(NC(C)C)nc(N(C#N)Cc2ccccc2)n1	-21.3	10.0	108.0	-21.7	-0.3	-0.6	-15.2	102.0	-6.0
Cc1nn(C)c(C(=O)NC2C3CC4CC(C3)CC2C4)c1Cl (centres undefined)	16.6	0.0	94.0	-5.2	0.5	-8.8	-15.0	100.0	-1.7
COCCN=C1Sc2nc3ccc(C)cc3cc2CN1Cc1cccs1	-19.8	9.0	117.0	-2.2	-6.8	-20.1	-8.2	106.0	-5.0
Cc1ccc(CS(=O)Cc2ccc(C(=O)NCc3ccccc3Br)o2)cc1 (centres undefined)	-2.3	-1.0	98.0	5.9	-1.3	1.8	-49.6	97.0	-0.3
O=C(NC1CCCC1)c1ccc(CS(=O)Cc2ccc(Cl)cc2)o1 (centres undefined)	7.4	4.0	102.0	9.2	-3.0	-7.6	-29.5	101.0	-7.2
COc1ccc(-c2nc(CS(=O)CC(=O)NC3CCCCC3C)c(C)o2)cc1OC (centres undefined)	1.6	4.0	104.0	14.5	-0.3	-9.3	-52.5	98.0	-7.4
CNC(=S)NNC(=O)CSCc1c(Cl)cccc1Cl	1.2	-6.0	98.0	0.2	-0.4	9.9	-6.7	98.0	-3.5
CCc1ccc(OCC(=O)Nc2ccc3c(c2)COC3=O)cc1	-12.7	-2.0	98.0	8.9	-2.5	34.6	-1.4	96.0	-3.5
Cc1cc(C)cc(-c2nnc(SCC(=O)N3CCN(C(=O)c4ccco4)CC3)o2)c1	2.6	4.0	101.0	2.8	0.3	-0.1	-34.2	99.0	2.9
Cc1ccc(OCC(=O)NC2CCCC2)c(C)c1	14.0	6.0	103.0	14.3	1.5	-15.0	-10.0	102.0	-2.1
COc1ccc(C(=O)Nc2sc(C(=O)N(C)C)c(C)c2C#N)cc1[N+](=O)[O-]	-9.0	-1.0	99.0	-15.7	1.1	26.5	0.6	95.0	-4.1
Cc1ccc2[nH]cc(S(=O)(=O)c3ccc(C(C)C)cc3)c(=O)c2c1	1.1	3.0	103.0	5.6	1.4	6.5	-13.9	103.0	1.1
CC(=O)Cc1nsc(NC(=O)c2ccc(-c3ccccc3Cl)o2)n1	6.8	-11.0	83.0	13.1	-3.0	17.6	-12.7	85.0	-1.9
Cc1ccc(NCC(=O)N/N=C/c2cc(O)ccc2[N+](=O)[O-])cc1	28.4	-4.0	95.0	34.1	3.9	-2.7	-0.8	96.0	0.1
CC(C)NC(=O)CSc1nnc(-c2ccc(F)cc2)c2ccccc12	2.3	-7.0	97.0	13.3	1.2	2.0	-19.0	98.0	-4.8
CC(C)C[C@@H](CN=[N+]=[N-])N1CCN(C)CCC1=O	13.8	5.0	100.0	5.2	-0.7	7.7	-6.0	106.0	-2.1
Cc1[nH]c2ccccc2c1C(c1ccncc1)N1CCC(C)CC1 (centres undefined)	5.0	4.0	106.0	-14.7	0.1	-5.0	-0.8	105.0	-6.5
Cc1ccnc(SCc2cc(=O)c(OC(=O)c3cccs3)co2)n1	-0.7	-2.0	108.0	-6.7	-1.2	-9.8	-5.3	121.0	-4.9
CC(=O)c1c(C)cc(C)c(CSc2nnc(-c3ccco3)o2)c1C	-2.9	-6.0	84.0	-6.2	-1.6	1.1	-37.1	78.0	-5.6
O=C(O)CSc1nc2ccccc2nc1Cc1ccccc1F	7.2	4.0	105.0	-15.6	2.4	-0.4	-14.2	99.0	-6.5
O=C(O)c1ccccc1SCCS(=O)(=O)c1ccc(Cl)cc1Cl	25.8	-4.0	94.0	-6.4	-0.3	11.7	-14.2	96.0	.
Cn1nnnc1SCC(=O)NCC(=O)c1ccccc1	2.5	6.0	116.0	13.1	-2.6	1.2	2.2	111.0	-2.5
COc1ccc(C(CCN2CCN(c3ccccc3)CC2)c2c(OC)cc(OC)c3c(-c4ccccc4)cc(=O)oc23)cc1 (centres undefined)	.	3.0	77.0	-16.5	1.1	-1.3	.	70.0	2.4
COCC(=O)Nc1ccc(OCc2ccccc2)cc1	1.3	0.0	109.0	1.4	-0.6	8.1	-3.6	105.0	-3.4
COc1ccc(-c2cc(-c3c(O)c(OC)c4occc4c3OC)[nH]n2)cc1OC	-22.7	3.0	110.0	0.8	-1.3	0.1	-16.6	103.0	3.5
O=C(Oc1ccccc1C(=O)N1CCOCC1)c1cccc(Br)c1	-10.4	20.0	103.0	-1.6	-4.2	8.8	-27.3	103.0	1.1
Cc1ccccc1CNC(=O)CCn1nc(C)c2c(C)n(-c3ccccc3)nc2c1=O	-6.8	2.0	104.0	7.9	1.8	-4.4	-41.7	98.0	5.3
CN(C)c1ccc(C2C3C(=O)NC(=O)C3ON2c2ccc(Cl)cc2)cc1 (centres undefined)	-7.6	2.0	104.0	8.8	-4.0	-5.0	-13.2	104.0	0.0
C=CCN1C(=O)/C(=C\c2ccco2)C(C(=O)OC)=C1C	14.6	-2.0	99.0	17.3	-1.8	23.0	-15.2	100.0	-3.3
O=C1Nc2cc(C(=O)NCCCN3CCOCC3)ccc2S/C1=C/c1cccc(Cl)c1	-33.3	16.0	147.0*	16.7	-0.4	-9.4	22.3	102.0	-1.3
CCc1nc2ccccc2c(C(=O)Nc2ccc(F)cc2)c1C	-5.9	4.0	104.0	-3.1	2.9	2.0	-6.0	105.0	0.3
COc1cc(/C=C2/NC(=O)N(CC(=O)Nc3cccc(C)c3)C2=O)ccc1OCC(N)=O	0.4	-4.0	98.0	7.3	-1.4	-10.6	-16.4	104.0	-1.6
CN(C)C(=O)CSc1nc(-c2ccccc2)nc2c1CCCC2	-2.5	3.0	104.0	5.2	2.1	10.3	-29.9	107.0	-2.5
Cc1nc2ccc([N+](=O)[O-])cc2c(=O)n1Cc1ccc([N+](=O)[O-])cc1	3.9	2.0	99.0	-7.5	-1.3	20.1	8.8	102.0	3.6
COc1ccccc1C(=O)N1CCN(S(=O)(=O)c2ccccc2)CC1	-1.3	6.0	105.0	14.0	-2.4	-4.5	-4.4	100.0	-0.3
C=CCN(CC=C)S(=O)(=O)c1ccc(F)cc1	-7.7	8.0	103.0	13.5	-1.8	19.4	-2.3	101.0	-3.3
COC(CNC(=O)c1ccc2c(c1)ncn2-c1ccc(F)c(F)c1)OC	-4.3	-4.0	97.0	-4.0	-2.4	-14.6	-8.9	96.0	-5.6
O=C(Nc1ccccc1-c1nnc(SCc2ccccc2)o1)c1ccccc1	4.7	-7.0	93.0	-24.6	11.9	-34.2	-3.6	98.0	-2.2
O=C(/C=C/c1cccnc1)c1ccccc1O	4.3	1.0	88.0	-1.0	-2.0	-4.7	-2.4	96.0	-6.2
Cc1ccc(CNC(=O)c2ccc3c(=O)c(O)c(-c4ccc(C)cc4)[nH]c3c2)cc1	.	2.0	95.0	48.0	14.9	2.7	.	107.0	-5.3
